ADAM17 inh = inhibits human ADAM17; AID 720648; hit rate 0.83% among 370,000; inhibition, % at 6.95 µM; P78536; recombinant ADAM17, EDANS/DABCYL FRET peptide cleavage;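 active means inhibition above the mean of compounds lying between control limits plus 3 SD, set per campaign, cut at about 8.5% in these data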;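 further: 0% = DMSO-only wells as the low control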
UHRF1 MBD2 ctr = human UHRF1 methylated DNA binding inhibitors. Q96T88. UHRF1 binding to methylated oligo, TR-FRET. inhibition, % at 4.4 µM. hit rate 0.75% among 370,000. AID 687016; in the data active means inhibition above about 21%;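 further: UHRF1 SRA domain binding a hemimethylated CpG hairpin DNA probe; 0% = median of test compound wells and 100% = reference inhibitor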
MBD2 inh = inhibitors of human MBD2 binding to methylated oligonucleotide | hit rate 0.31% among 370,000 | inhibition, % at 4.4 µM | Q9UBB5 | AID 686964 | TR-FRET; in the data active means inhibition above about 13%
ARFGAP1 inh = inhibitors of rat ARFGAP1 | Q62848 | Arfgap1-stimulated ARF1 GTP hydrolysis, GDP FP detection | inhibition, % at 16.5 µM | hit rate 0.26% among 360,000;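 active means inhibition above a per-plate limit, mean inhibition of low control wells plus 3 SD, cut at about 25% in these data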;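 further: 0% = DMSO wells with enzyme and 100% = wells lacking Arfgap1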
Target sequence (Q62848 1-136 limits assumed): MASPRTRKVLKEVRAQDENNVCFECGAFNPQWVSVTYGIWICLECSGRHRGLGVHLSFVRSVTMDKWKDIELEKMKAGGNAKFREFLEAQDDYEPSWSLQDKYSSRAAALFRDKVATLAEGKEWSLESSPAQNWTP
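Assay system: Rat Arfgap1 GAP domain (His6, aa 1-136), purified enzyme | Buffer or medium: HEPES 25 mM pH 7.5, NaCl 150 mM, MgCl2, DTT | Schedule: GTP hydrolysis reaction 2 h at 25 °C | Signal: FP of antibody-bound GDP Alexa 633 tracer, ex 620/em 688 nm | Measure: Percent inhibition of Arfgap1-stimulated GTP hydrolysis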
ASAP1 GAP inh = ASAP1 ArfGAP inhibition | Q9ULH1 | ASAP1-stimulated ARF1 GTP hydrolysis, GDP FP detection | inhibition, % at 16.5 µM | hit rate 0.19% among 360,000 | AID 624377; in the data active means inhibition above about 25%;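 further: 0% = vehicle with enzyme and substrate and 100% = no enzyme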
Target sequence (Q9ULH1 325-724 limits assumed): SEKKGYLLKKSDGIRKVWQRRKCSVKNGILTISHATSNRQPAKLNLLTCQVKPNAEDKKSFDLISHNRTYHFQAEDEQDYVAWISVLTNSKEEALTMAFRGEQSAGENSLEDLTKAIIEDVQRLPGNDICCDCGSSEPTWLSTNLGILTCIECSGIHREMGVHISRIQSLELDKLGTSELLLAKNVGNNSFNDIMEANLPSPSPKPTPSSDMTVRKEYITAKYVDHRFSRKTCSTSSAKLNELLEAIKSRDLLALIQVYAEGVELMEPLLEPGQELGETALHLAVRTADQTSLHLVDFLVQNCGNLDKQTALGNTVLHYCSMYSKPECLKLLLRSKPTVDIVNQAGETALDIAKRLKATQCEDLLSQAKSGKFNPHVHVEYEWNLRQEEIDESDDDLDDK
KLK7 zymogen act = activators of human kallikrein-7 zymogen. purified proKLK7, EDANS-DABCYL substrate fluorescence; 100% is mature enzyme control, 0% vehicle. activation, % at 7 µM. hit rate 0.9% among 370,000. AID 652039;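 active means activation above the mean of all tested compounds plus 3 SD, computed per campaign excluding outliers beyond control limits, cut at about 13% in these data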
Target sequence (P49862 whole entry, looked up): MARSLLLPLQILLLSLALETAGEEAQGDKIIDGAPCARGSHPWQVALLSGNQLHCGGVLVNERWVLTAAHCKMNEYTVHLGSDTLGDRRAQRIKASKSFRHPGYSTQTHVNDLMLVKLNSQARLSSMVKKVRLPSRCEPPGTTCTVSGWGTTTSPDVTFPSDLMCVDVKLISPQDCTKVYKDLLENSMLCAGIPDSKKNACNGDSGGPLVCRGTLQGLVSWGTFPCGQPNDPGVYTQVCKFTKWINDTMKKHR
PLC-gamma1 inh = PLC-gamma1 (human) inhibition, primary screen; P19174; inhibition, % at 12.2 µM; hit rate 0.84% among 370,000; AID 720700; purified PLC-gamma1, fluorogenic substrate, fluorescence; in the data active means inhibition above about 9.5%
PLC-beta3 inh = inhibitors of human phospholipase C beta3 | Purified PLC-beta3, fluorogenic substrate, fluorescence | inhibition, % at 12.2 µM | Q01970 | AID 720704 | hit rate 0.18% among 370,000; in the data active means inhibition above about 11%;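 further: 0% = median of compound wells on plate and 100% = full blocker control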
Tn6 DDE FP = DD(E)-Tn6 binding inhibition, primary FP screen; P02675; Fibrin DD(E) TRITC-Tn6 fluorescence polarization displacement; inhibition, % at 8.3 µM; hit rate 0.21% among 370,000; AID 720509;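 active means inhibition above a per-campaign cutoff: mean of compounds within control limits plus 3 SD, cut at about 15% in these data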;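 further: 0% = median of all compound wells on the plate and 100% = blocking peptide control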
Tn7 DDE FP = disrupts Tn7 cyclic peptide binding to fibrin D-Dimer-E complex. P02675. hit rate 0.13% among 370,000. AID 720508. inhibition, % at 8.3 µM. FP displacement of FITC-Tn7 peptide from fibrin DD(E); 0% = median of compound wells per plate;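 active means inhibition above the mean of compounds falling within the control limits plus 3 SD of them, cut at about 14% in these data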;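 further: 0% = plate median of compound wells and 100% = 10 µM Aha-Tn7 peptide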
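Also added: labelled Tn7 tracer, 0.1 µM; Assay system: human fibrin DD(E) protein; Amount: 2 µM fibrin DD(E); Schedule: 10 min compound pre-incubation, 3 h probe incubation at room temperature; Repeats: one replicate per compound; Read-out basis: percent inhibition; Measured by: fluorescence polarization of the labelled Tn7 tracer.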
Numbers without * were called inactive; x = no result given.

SMILES	ADAM17 inh	UHRF1 MBD2 ctr	MBD2 inh	ARFGAP1 inh	ASAP1 GAP inh	KLK7 zymogen act	PLC-gamma1 inh	PLC-beta3 inh	Tn6 DDE FP	Tn7 DDE FP
CCN(CC)C(=O)CSc1nnc(-n2nc(C)cc2C)c2ccccc12	-2	-2	1	0	-4	0.3	-1	2	-9	0
CN(C)CCCN1CC(C(=O)O)CC1=O (stereo not given)	0	-3	-9	1	-12	0.3	2	0	3	10
CCOc1cc(C=NN=C2c3ccccc3-c3ccccc32)ccc1O	0	-1	-2	18	12	-0.2	2	2	3	6
O=S(=O)(c1ccc(NC(=S)N/N=C/c2c3ccccc3cc3ccccc23)cc1)N1CCOCC1	-5	-3	-1	8	1	-2.9	-98	-130	3	-1
CN(Cc1ccco1)S(=O)(=O)c1nnc(NC(=O)c2ccc(F)cc2)s1	-2	-1	-4	0	-12	0.7	-46	-74	3	-6
COc1ccc(/C=C/C(=O)NC(=S)Nc2ccc(S(N)(=O)=O)cc2)cc1OC	-11	-1	1	10	-5	19*	-76	-108	-3	4
CN(C)C(CNC(=O)c1cccc(S(=O)(=O)N2CCN(c3ccc(F)cc3)CC2)c1)c1ccccc1 (stereo not given)	1	2	0	1	-1	-0.6	4	1	4	2
CCn1c(-c2ccccc2)c(C(=O)O)c2ccccc21	-5	-3	-1	1	18	0.1	-7	-9	4	1
COc1ccc(CNc2nc3ccccc3n2C(C)C)cc1	-3	0	8	-10	11	-0.1	0	-3	5	-6
CCN1C[C@@H]2[C@@H]3C(=O)N(Cc4ccccc4)C(=O)[C@@H]3[C@](C)(C1=O)N2C(=O)c1ccccc1	-1	-3	-3	7	4	0.2	2	11*	-3	4
COc1ccc(C(c2nnnn2-c2ccc(OC)cc2)N2CCN(C/C=C/c3ccccc3)CC2)cc1 (stereo not given)	2	-4	-3	1	-2	0.8	3	-1	-1	9
Cc1cccc2c1N(CCOc1ccc(C(C)(C)C)cc1)C(=O)C2=O	3	0	-6	-9	-12	-0.4	3	3	-4	3
CSc1nc(O)c(/C=C2\C=Nc3ccccc32)[nH]1	3	8	-5	4	8	-0.1	-5	-6	-2	-4
CCC(C)N1CC(=O)N2C(c3ccc(OC)cc3OC)c3[nH]c4ccccc4c3C[C@H]2C1=O (stereo not given in full)	2	0	-2	-3	6	0.7	1	-1	-2	-2
CCOCCCNC(=S)N1CCCN(c2nc3cc(C)c(C)cc3cc2C#N)CC1	-49	1	0	18	3	2.4	-50	-86	-2	-1
CCOc1cc(/C=C/C(=O)O)ccc1OCCOc1ccccc1	-3	-2	7	11	-10	0.5	-2	-8	-3	-5
CC(C)(C)OC(=O)N1CCC[C@@H]1C(=O)N1CCC[C@H]1C(=O)NCc1ccccc1	-2	-1	-1	3	2	0.7	0	3	0	2
CCCC(=O)c1ccc(N2CCCCCC2)c(F)c1	-2	-1	-8	-6	-7	0.2	-9	-13	-5	5
COc1cccc(/C=N/NC(=O)Cn2cnc3c2c(=O)n(C)c(=O)n3C)c1	-4	0	-1	-11	1	0.1	3	-6	7	-3
CCn1cc(C(=O)Nc2ccc(NC(=O)c3ccco3)cc2)c(=O)c2ccc(C)nc21	2	-1	-6	-1	1	0.1	4	2	9	5
Cc1ccc2ccccc2c1C(O)c1ncc(-c2ccccc2F)[nH]1 (stereo not given)	2	2	0	-10	-1	0.6	1	3	7	8
O=C(ONC1=NCCCCC1)c1cccc([N+](=O)[O-])c1	-1	6	0	0	10	0.4	-1	0	-3	6
CSCCC(NC(=O)c1ccc(Cl)c([N+](=O)[O-])c1)C(=O)N1CCN(C/C=C/c2ccccc2)CC1 (stereo not given)	4	2	-3	6	-5	1.0	3	-2	8	-9
COc1ccc(C(=O)Nc2cc(S(=O)(=O)N3CCCCC3)ccc2OC)cc1	-6	6	3	8	-12	-1.3	-1	-7	4	0
CC1(C)CC(=O)C=C(c2ccc(-c3cccc4c3sc3ccccc34)cc2)C1=O	-1	-1	0	-7	8	0.4	-4	-4	3	5

Marked active in PLC-beta3 inh (from the list above):
SMILES	ADAM17 inh	UHRF1 MBD2 ctr	MBD2 inh	ARFGAP1 inh	ASAP1 GAP inh	KLK7 zymogen act	PLC-gamma1 inh	PLC-beta3 inh	Tn6 DDE FP	Tn7 DDE FP
CCN1C[C@@H]2[C@@H]3C(=O)N(Cc4ccccc4)C(=O)[C@@H]3[C@](C)(C1=O)N2C(=O)c1ccccc1	-1	-3	-3	7	4	0.2	2	11*	-3	4

Results in ADAM17 inh and PLC-gamma1 inh, for some of the entries so far:
Compound | ADAM17 inh | PLC-gamma1 inh
COc1ccc(/C=C/C(=O)NC(=S)Nc2ccc(S(N)(=O)=O)cc2)cc1OC | -11 | -76
CN(C)C(CNC(=O)c1cccc(S(=O)(=O)N2CCN(c3ccc(F)cc3)CC2)c1)c1ccccc1 (stereo not given) | 1 | 4
CCn1c(-c2ccccc2)c(C(=O)O)c2ccccc21 | -5 | -7

Other results follow:
SMILES	ADAM17 inh	UHRF1 MBD2 ctr	MBD2 inh	ARFGAP1 inh	ASAP1 GAP inh	KLK7 zymogen act	PLC-gamma1 inh	PLC-beta3 inh	Tn6 DDE FP	Tn7 DDE FP
COc1ccc(OCCCC(=O)OCC(=O)NNC(=O)c2ccc([N+](=O)[O-])cc2)cc1	0	-1	-2	18	-4	0.4	-1	-5	0	1
CCCCCCNc1nc(NCc2ccco2)nc(OCC)n1	1	-3	-7	-10	-5	-0.2	-1	-1	-4	-6
CNc1nc(N)c([N+](=O)[O-])c(NCCO)n1	1	-1	-7	7	10	0.1	7	7	2	3
Cc1cccc(C)c1Nc1cn[nH]c1	-4	-9	-1	-22	7	0.6	3	-1	-3	0
COc1ccc(C(=O)OCC(=O)N(C)C2CCS(=O)(=O)C2)cc1S(=O)(=O)N1CCCc2ccccc21 (stereo not given)	-3	6	7	-7	-2	0.4	-1	-3	-11	3
CCN1CCN(c2ccc(NC(=O)CCc3c(C)nc4c(-c5ccc(F)cc5)c(C)nn4c3C)cc2)CC1	2	0	4	0	4	-1.2	-80	-86	3	4
CCN(CC)CCCNC(=O)c1ccc2c(=O)n(Cc3ccc4c(c3)OCO4)c(=S)[nH]c2c1	-8	3	3	0	9	-0.5	-2	-5	-3	7
CCOc1ccc(N2C(=O)C3CCCN3C2=S)cc1 (stereo not given)	-1	1	-1	-7	1	-0.3	-1	0	2	-7
Cc1ccc(-c2cnc3c(Cl)c(C)nn3c2)cc1	-3	-1	-1	-1	-5	0.0	-2	1	-8	5
O=C(C(=O)N1CCN(c2ccc(F)cc2)CC1)c1c[nH]c2ccccc12	-5	1	7	-12	-5	0.0	-1	-5	1	0
COC(=O)c1cccc(Cn2ccc3ccc(-c4ccc5ccn(C(=O)C6CC6)c5c4)cc32)c1	-7	-4	2	x	x	-7.5	-122	-173	-1	-3
CC(=O)Nc1ccc2c(c1)NC(=O)CC2	1	-1	0	-4	9	-0.7	4	0	-9	-9
C=CCN1C(=O)C2(OCCCO2)c2cccc(Cl)c21	-3	-2	2	-7	-10	-0.7	-1	-7	-1	6
CCOC(=O)N1CCN(C(=O)CCS(=O)(=O)c2ccc3c(c2)CCN3C(=O)CC)CC1	1	-2	-9	-4	2	0.2	6	-5	-3	1
CCCCN1C(=O)/C(=C/C=C2/CC(C)(C)CN2C)SC1=S	7	-4	-3	-2	10	-0.6	-3	-14	5	-40
CCCCCC(=O)N1C[C@H](n2cc(C3CC3)nn2)[C@@H](O)C[C@@H]1c1ccccc1	-2	0	7	-2	-14	0.2	2	2	3	5
COC(=O)c1ccc(S(=O)(=O)NCc2ccc(S(N)(=O)=O)cc2)o1	-3	-1	0	-2	-4	-0.1	-2	-10	-3	-1
CC1CCCCN1S(=O)(=O)c1csc(C(N)=O)c1 (stereo not given)	-3	16	5	0	3	-0.2	-2	-8	-1	5
CCCCNC(=O)C[C@@H]1C[C@@]2(C(=O)OCC)CCC=C2N(Cc2ccccc2)C1=O	-3	-1	-2	9	0	-0.2	1	-1	0	-2
COc1cc2[nH]c3c(c2cc1OC)CCN1CCCC[C@@H]31	-43	0	-2	5	-4	3.7	-94	-127	-6	-5
CN1C(=O)c2cc(NC(=O)Nc3ccccc3)ccc2OC[C@H]2O[C@@H](CC(=O)NC3CCC3)CC[C@@H]21	-8	9	9	x	x	0.3	8	2	-4	-4
COc1ccc(C)cc1-n1nnnc1SCC(=O)NNC(=O)c1ccc([N+](=O)[O-])cc1	-5	4	1	6	15	-0.3	1	0	-2	-4
Cc1ccc(S(=O)(=O)N2CCN(CC(=O)Nc3ccccc3Cl)CC2)cc1	-9	-2	-6	4	7	0.3	-3	-4	-2	-2
CCOc1ccc(NC(=S)Nc2ccc3nsnc3c2)cc1	7	10	-9	26*	22	0.4	-92	-125	-9	-5
Cc1nc(NC(=O)COC(=O)c2cccs2)c(Cl)cc1Cl	-2	-4	-8	2	0	0.0	-3	-8	6	-1
Next results:
SMILES	ADAM17 inh	UHRF1 MBD2 ctr	MBD2 inh	ARFGAP1 inh	ASAP1 GAP inh	KLK7 zymogen act	PLC-gamma1 inh	PLC-beta3 inh	Tn6 DDE FP	Tn7 DDE FP
CCOc1ccc2cc(S(=O)(=O)N3CCOCC3)ccc2c1	-5	-1	10	7	11	0.5	0	-1	-5	-3
Cc1ccc(C(=O)Nc2ccc(CN3CCCCC3)cc2)c(C)c1	-4	0	2	-1	-2	-0.5	0	2	0	0
FC(F)Oc1ccc(NC(=S)NNc2ccnc3cc(Cl)ccc23)cc1	0	-2	0	12	10	-1.0	-14	-33	0	-2
O=C1CC(C(=O)N2CCOCC2)C2(CCCC2)O1 (stereo not given)	-4	4	5	-10	5	-0.4	-4	-2	-2	2
CCOC(=O)C1=C(c2ccccc2)NC(=O)N(C(C)=O)C1c1cccc([N+](=O)[O-])c1 (stereo not given)	2	0	-2	2	-3	-0.7	2	0	2	5
COc1ccc(C)cc1NC(=O)CSc1nnc(COc2ccc(Cl)cc2)n1Cc1ccco1	11*	-3	-1	2	4	0.5	0	-2	1	2
COc1cc2c(C(=O)NCc3ccc(C)o3)cn(CC(C)C)c(=O)c2cc1OC	-6	0	4	-2	10	0.1	-2	0	2	4
CC(C)Oc1ccc(S(=O)(=O)N2CCOCC2)cc1NC(=O)c1cccc(S(=O)(=O)N2CCCC2)c1	-1	0	-3	11	-11	0.2	-117	-5	1	-5
COc1ccc(CC(=O)N2N=C(C)CC2(O)C(F)(F)F)cc1 (stereo not given)	7	5	0	17	-6	-0.2	1	-5	-2	2
CC(C)c1nc(CNC(=O)CC2C(=O)NCCN2Cc2ccoc2)cs1 (stereo not given)	-4	-1	-5	13	0	-0.3	-4	-5	-2	3
CC(OC(=O)CCC(=O)c1cccs1)C(=O)Nc1ccc(Cl)cn1 (stereo not given)	-6	5	5	7	1	-0.4	-2	-2	-3	3
Cc1ccc(N2CCN(S(=O)(=O)c3ccc4c(c3)oc(=O)n4C)CC2C)cc1 (stereo not given)	-2	-2	0	0	-8	-0.3	-8	-8	3	8
CCCCOP(=O)(OCCCC)C(Nc1ccc(C(=O)OCC)cc1)c1ccncc1 (stereo not given)	0	0	4	-2	16	0.2	3	-3	-4	-6
Cc1cccc(N2CCN(C(=O)C(C)C)CC2)c1C	-1	-1	-4	8	6	0.0	-2	-1	-2	-4

Compound activity as filed in PubChem BioAssay.
